STK33 inh: blocks human STK33 kinase activity; Q9BYT3; purified STK33, MBP phosphorylation, ADP-Glo luminescence; inhibition, % at 10 µM; hit rate 0.073% among 320,000; AID 2661;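 active means inhibition at or above 25%, using the most active replicate where run in duplicate; inactive means inhibition below 25%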
Target sequence (Q9BYT3 whole entry, looked up): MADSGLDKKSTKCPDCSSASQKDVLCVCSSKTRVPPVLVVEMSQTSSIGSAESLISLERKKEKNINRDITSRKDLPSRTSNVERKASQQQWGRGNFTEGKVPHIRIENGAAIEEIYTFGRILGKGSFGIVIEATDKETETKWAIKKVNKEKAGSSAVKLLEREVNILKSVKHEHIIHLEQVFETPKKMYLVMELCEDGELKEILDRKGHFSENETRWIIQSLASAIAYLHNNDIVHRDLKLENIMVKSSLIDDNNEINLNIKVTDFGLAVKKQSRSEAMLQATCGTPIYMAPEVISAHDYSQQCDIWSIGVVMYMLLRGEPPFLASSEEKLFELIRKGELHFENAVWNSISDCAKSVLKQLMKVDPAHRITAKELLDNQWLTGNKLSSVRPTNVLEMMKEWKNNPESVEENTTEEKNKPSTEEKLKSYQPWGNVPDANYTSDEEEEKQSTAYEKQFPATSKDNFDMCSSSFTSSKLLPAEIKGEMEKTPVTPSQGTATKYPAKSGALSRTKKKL
OX1R antag-1: human HCRTR1 antagonism. hit rate 0.43% among 330,000. inhibition, % at 5 µM. O43613. CHO/OX1R cells, Fluo-8 calcium fluorescence, orexin A. AID 434989;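 active means inhibition above its plate's threshold, mean inhibition of all tested compounds on the plate plus 3 SD, cut at about 37% in these data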;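 further: 0% = orexin A challenge wells and 100% = SB-334867-A antagonist wells; not every result past the cut was called active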
Target sequence (O43613 whole entry, looked up): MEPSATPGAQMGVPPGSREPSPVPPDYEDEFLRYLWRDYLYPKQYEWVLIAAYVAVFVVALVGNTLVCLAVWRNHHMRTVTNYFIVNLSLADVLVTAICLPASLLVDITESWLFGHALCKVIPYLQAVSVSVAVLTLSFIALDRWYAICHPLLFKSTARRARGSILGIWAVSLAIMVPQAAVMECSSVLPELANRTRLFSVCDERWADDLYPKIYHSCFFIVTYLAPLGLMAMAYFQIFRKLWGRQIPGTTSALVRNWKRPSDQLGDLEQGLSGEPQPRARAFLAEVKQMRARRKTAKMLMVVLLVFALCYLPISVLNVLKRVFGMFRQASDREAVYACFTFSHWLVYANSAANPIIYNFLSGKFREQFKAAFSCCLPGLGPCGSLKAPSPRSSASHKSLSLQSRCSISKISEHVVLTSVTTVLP
OX1R antag-2: antagonists of human orexin 1 receptor (OX1R). AID 485270. OX1R-expressing cells, FRET antagonist read-out. O43613. hit rate 1.8% among 330,000. inhibition, % at 6.6 µM; in the data active means inhibition mostly above about 38%, no sharp cut-off; inactive means mostly below about 40%;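 further: 0% = agonist challenge alone and 100% = reference antagonist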
Active calls of the source: *; · = no result given.

Start of the listing, in advance (21 entries):
SMILES	STK33 inh	OX1R antag-1	OX1R antag-2
O=C(COC(=O)c1cccc(S(=O)(=O)N2CCc3ccccc32)c1)NC1CCS(=O)(=O)C1 (stereo not drawn)	1.1	-2	12
COc1ccc(COc2ncnc3ccc(Br)cc23)cc1F	-0.8	-8	20
Cc1ccnc2nc(C(=O)OCC(=O)NC3CCCC(C)C3C)nn12 (stereo not drawn)	-0.3	-12	6
Cc1ccc(CN=c2c([N+](=O)[O-])nn(-c3ccc(Cl)cc3)n2O)cc1	-1.7	-4	23
O=C(c1ccc(Cl)cc1)N1CCN(CCOc2ccccc2)CC1	0.7	-22	-5
CCOC(=O)N1CCN(C(=O)/C=C/c2ccc(OC)cc2)CC1	-1.3	-13	34
COc1cc(/C=C(\NC(=O)c2ccccc2)C(=O)N2CC3CC(C2)c2cccc(=O)n2C3)cc(OC)c1OC (stereo not drawn)	-1.7	-24	7
COc1cccc(-c2nc3ccccc3s2)c1O	-1.8	2	25
O=C(CN1C(=O)CCSc2ccc(S(=O)(=O)N3CCCC3)cc21)NCc1ccccc1Cl	0.2	-39	5
CCc1nnc(NC(=O)C2CC(=O)N(c3ccc(C)cc3)C2)s1 (stereo not drawn)	-0.2	-17	9
CCOC(=O)c1cc2c(N)c(C(=O)c3ccc(Br)cc3)sc2[nH]c1=O	1.1	6	10
c1ccc2c(c1)CCN(c1ncnc3nc[nH]c13)C2	2.3	-7	19
Fc1ccc(CCNC(=S)Nc2ccc(F)c(Cl)c2)cc1	-1.2	30	65
Cc1cc(C)cc(NC(=O)Cn2nnc(C(=O)NCc3cccs3)c2N)c1	0.4	-7	1
O=C(Cc1ccc(Cl)cc1)NCCN1CCCC1	-0.3	-5	14
O=C(CSc1nnc(Cc2cccs2)n1Cc1ccco1)Nc1ccc(Cl)cc1Cl	-0.3	-35	31
CCNCc1cc(Cl)cc(OC)c1OC(C)C	-0.2	-20	25
S=C(NCCc1ccc(Cl)cc1)Nc1ccc(Cl)cc1Cl	0.5	6	59
O=C(O)c1ccc2c(=O)n3c(nc2c1)/C(=C/c1ccccc1Br)CC3	2.1	-11	8
Nn1cnnc1SCC(=O)Nc1ccc2c(c1)OCCO2	-2.9	2	15
O=C(NCc1cccs1)C1CCN(c2nccs2)CC1	-2.5	-23	10

The whole of this part (from the top)
SMILES	STK33 inh	OX1R antag-1	OX1R antag-2
O=C(COC(=O)c1cccc(S(=O)(=O)N2CCc3ccccc32)c1)NC1CCS(=O)(=O)C1 (stereo not drawn)	1.1	-2	12
COc1ccc(COc2ncnc3ccc(Br)cc23)cc1F	-0.8	-8	20
Cc1ccnc2nc(C(=O)OCC(=O)NC3CCCC(C)C3C)nn12 (stereo not drawn)	-0.3	-12	6
Cc1ccc(CN=c2c([N+](=O)[O-])nn(-c3ccc(Cl)cc3)n2O)cc1	-1.7	-4	23
O=C(c1ccc(Cl)cc1)N1CCN(CCOc2ccccc2)CC1	0.7	-22	-5
CCOC(=O)N1CCN(C(=O)/C=C/c2ccc(OC)cc2)CC1	-1.3	-13	34
COc1cc(/C=C(\NC(=O)c2ccccc2)C(=O)N2CC3CC(C2)c2cccc(=O)n2C3)cc(OC)c1OC (stereo not drawn)	-1.7	-24	7
COc1cccc(-c2nc3ccccc3s2)c1O	-1.8	2	25
O=C(CN1C(=O)CCSc2ccc(S(=O)(=O)N3CCCC3)cc21)NCc1ccccc1Cl	0.2	-39	5
CCc1nnc(NC(=O)C2CC(=O)N(c3ccc(C)cc3)C2)s1 (stereo not drawn)	-0.2	-17	9
CCOC(=O)c1cc2c(N)c(C(=O)c3ccc(Br)cc3)sc2[nH]c1=O	1.1	6	10
c1ccc2c(c1)CCN(c1ncnc3nc[nH]c13)C2	2.3	-7	19
Fc1ccc(CCNC(=S)Nc2ccc(F)c(Cl)c2)cc1	-1.2	30	65
Cc1cc(C)cc(NC(=O)Cn2nnc(C(=O)NCc3cccs3)c2N)c1	0.4	-7	1
O=C(Cc1ccc(Cl)cc1)NCCN1CCCC1	-0.3	-5	14
O=C(CSc1nnc(Cc2cccs2)n1Cc1ccco1)Nc1ccc(Cl)cc1Cl	-0.3	-35	31
CCNCc1cc(Cl)cc(OC)c1OC(C)C	-0.2	-20	25
S=C(NCCc1ccc(Cl)cc1)Nc1ccc(Cl)cc1Cl	0.5	6	59
O=C(O)c1ccc2c(=O)n3c(nc2c1)/C(=C/c1ccccc1Br)CC3	2.1	-11	8
Nn1cnnc1SCC(=O)Nc1ccc2c(c1)OCCO2	-2.9	2	15
O=C(NCc1cccs1)C1CCN(c2nccs2)CC1	-2.5	-23	10
COC(=O)[C@H](CCSC)NS(=O)(=O)c1ccccc1Br	0.1	-6	16
CN(Cc1ccccc1)c1nc2c(c(=O)[nH]c(=O)n2C)n1Cc1ccccc1F	-1.9	-32	12
Cc1nn(CC(=O)Nc2ccc3c(c2)nc2n3CCOC2)c(=O)c2ccccc12	-1.3	1	0
O=c1c2ccccc2c(C=Nc2ccc(S(=O)(=O)Nc3ncccn3)cc2)c(O)n1-c1cccc(Cl)c1	-1.2	13	3
CCOC(=O)c1sc(=S)n(CC)c1NC(=O)C1CC1	-1.2	-22	28
Cc1cc(C)cc(NC(=O)CSc2ccc(-c3ccccn3)nn2)c1	-1.2	22	22
CCCN(CCC)CC(O)COc1ccccc1C(=O)Nc1ccccc1 (stereo not drawn)	0.0	-35	18
CCN1CCN(c2ccc(S(=O)(=O)N3CCOCC3)cc2NC(=O)c2ccc(F)cc2Cl)CC1	-1.2	-18	15
Cc1ccc(C2NC(=S)NC3=C2N2CCC3CC2)cc1 (stereo not drawn)	-1.4	-6	8
N#C/C(=C\c1ccc[nH]1)S(=O)(=O)c1ccccc1	-0.9	7	12
CCN(CC(=O)Nc1ccc(NC(C)=O)cc1)C(=O)COc1ccc2ccccc2c1	-1.1	-12	6
Cc1sc(NC(=O)CCCC(=O)O)c(C#N)c1C	0.6	8	8
CC(C)CCOc1ccc(C(=O)NCC(c2ccco2)N(C)C)cc1 (stereo not drawn)	-1.0	-13	4
N#CC1=C(O)C(c2ccccc2)n2c1nc(=O)c1ccccc12 (stereo not drawn)	-0.6	3	14
O=C(COC(=O)c1cccc(F)c1)NCCC1=CCCCC1	-1.3	-3	6
O=C(Cc1cccc2ccccc12)Nc1nc(-c2cccc([N+](=O)[O-])c2)cs1	-1.5	-12	23
CC(C)(C)c1ccc(C(=O)NNC(=O)CCC(=O)Nc2ccccc2)cc1	0.1	-18	-11
Cc1ccc(OCC(=O)NCCNC(=O)c2ccccn2)cc1	-0.9	-7	10
O=C(N1CCCCCC1)N1CCN(C(=O)N2CCCCC2)CC1	-0.7	-14	11

Results in STK33 inh (three entries from above):
SMILES	STK33 inh
CC(C)CCOc1ccc(C(=O)NCC(c2ccco2)N(C)C)cc1 (stereo not drawn)	-1.0
N#CC1=C(O)C(c2ccccc2)n2c1nc(=O)c1ccccc12 (stereo not drawn)	-0.6
O=C(COC(=O)c1cccc(F)c1)NCCC1=CCCCC1	-1.3

Next records.
SMILES	STK33 inh	OX1R antag-1	OX1R antag-2
O=C(Nc1nnc(CCc2ccccc2)s1)c1cccs1	-1.3	-18	28
O=C(COC(=O)c1ccccc1Br)Nc1nnc(-c2ccccc2)o1	-1.5	-5	23
O=c1[nH]c2ccccc2n1CCCSc1cnc2ccccc2n1	5.7	4	57
Cc1ccc(S(=O)(=O)NCC(=O)OCC(=O)N2CCc3ccccc32)cc1	-0.5	-23	6
COCC(=O)NCCc1nc(-c2ccccc2)cs1	-1.6	-15	14
CC1(C)CC(=O)C2=C(C1)N(CCN1CCOCC1)C1=C(C(=O)CC(C)(C)C1)C2c1cccc(Cl)c1	-1.7	-22	-4
CCOC(=O)Cc1csc(NC(=O)c2ccoc2C)n1	-1.6	7	0
O=C(O)C(=O)/C(=C\c1ccc([N+](=O)[O-])cc1)c1ccc2ccccc2n1	0.5	-18	10
CCOC(=O)CSc1nnc(CNC(=O)Cc2ccccc2)n1-c1ccccc1OC	-2.6	-2	14
O=C(Nc1cccc(S(=O)(=O)N2CCCCC2)c1)c1cc([N+](=O)[O-])ccc1N1CCOCC1	0.5	-2	11
O=C1NN(c2cccc(Br)c2)C(=O)/C1=C/c1ccc(-c2cc([N+](=O)[O-])ccc2O)o1	2.3	14	9
COc1ccc(C2=NCCNC(C(F)(F)F)=C2)cc1	1.0	-6	14
CCN(C[C@H]1N[C@@](CC)(C(=O)OC)[C@H]2C(=O)N(C)C(=O)[C@@H]12)C(C)=O	·	-10	1
O=C(NNC(=O)c1cnccc1C(F)(F)F)c1ccc(Cl)cc1	1.9	-8	2
CN(CC(=O)Nc1ccc(F)cc1)C(=O)COC(=O)/C=C/c1cccs1	1.9	-22	20
CC/C(=N\NC(=O)c1nnn(-c2nonc2N)c1CN(C)c1ccccc1)c1ccccc1	0.2	10	18
CCOC(=O)Nc1ccc2c(c1)nc(CN1CCOCC1)n2C	0.2	-20	8
Cc1cc(C)cc(C(=O)NCC(=O)OCc2cc([N+](=O)[O-])cc3c2OCOC3)c1	0.2	-28	8
Cc1ccc(NC(=O)C2C3C=CC4(O3)C2C(=O)N(CCCN2CCCC(C)C2)C4C(=O)NC2CCCCC2)cc1 (stereo not drawn)	-1.1	-4	-24
O=C(CCn1ccc2cc(S(=O)(=O)N3CCCC3)ccc21)NCc1cccc(F)c1	-0.6	-13	3
COc1ccc(N=C(N(C)C)P(=O)(N(C)C)N(C)C)cc1	-0.3	-2	27
O=C(NN1CCOCC1)c1cccc(Cl)c1	-1.5	3	-7
Oc1ccccc1CNc1ncc(Br)cc1Br	1.1	-16	19
CC(C)(O)C(=O)NNC(=S)Nc1ccc(F)c(Cl)c1	0.1	-3	8
Cc1ccc([N+](=O)[O-])c2c1C(N1CCCC1)C(C)(C)O2 (stereo not drawn)	-0.2	-27	32
O=C1CC(C(=O)NCc2ccccc2)C2(CCCC2)O1 (stereo not drawn)	0.9	-1	6
CC(NC(=O)CSc1ncnc2nc[nH]c12)c1ccccc1 (stereo not drawn)	0.1	10	0
Cc1noc(C)c1COc1ccc(C(=O)OCC(=O)c2ccc3c(c2)OCCO3)cc1	-1.9	-14	9
CCCCCCC1CCC(C(=O)N2CCOCC2)CC1 (stereo not drawn)	-2.2	-12	2
Fc1ccc(-c2nc(-c3cccs3)no2)cc1	-1.4	0	-2
Clc1ccc2[nH]c3c(NCCN4CCOCC4)ncnc3c2c1	1.1	-13	9
Cc1ccccc1NS(=O)(=O)c1ccc(C(=O)N2CCN(c3ccccc3O)CC2)cc1	-0.6	1	12
COC(=O)[C@H](C)NC(=O)NC1CCN(Cc2ccccc2)CC1	-0.8	6	5
COC(=O)c1c(NC(=O)CN2CCN(c3ccccc3Cl)CC2)sc(C)c1C	·	-25	13
Cc1cc(C)cc(NC(=O)Nc2ccc(-n3ccc(C(F)(F)F)n3)cc2)c1	-0.4	54*	54*
COc1ccc(-c2nn3c(-c4ccccn4)nnc3s2)cc1OC	0.6	-2	0
CC1(C)NC(=O)N(CC(=O)N2CCN(c3cccc(C(F)(F)F)c3)CC2)C1=O	-1.1	-15	11
O=C(OCC(=O)N1CCN(C(=O)c2ccco2)CC1)c1ccccc1C(=O)c1ccc(Cl)cc1	-0.1	-15	7
Cc1ccc(N2C(=O)CC(N3CCN(S(=O)(=O)c4ccccc4)CC3)C2=O)c(C)c1 (stereo not drawn)	1.5	-18	15
CCCSc1ncccc1C(=O)O	-0.5	-4	0
C1CN(CC23CC4CC(CC(C4)C2)C3)CCO1	-0.4	-15	3
COc1cc2cnc(-c3ccsc3)cc2cc1OC	0.7	-27	14
CC(C)n1cnc2c(Nc3cccc(F)c3)nc(NCCO)nc21	0.1	-7	19
NC1=NC2(CCCCC2)N=C(Nc2ccc(F)cc2F)N1	-1.9	-9	6
CSc1nnc(C)c(=O)n1COC(=O)COc1ccccc1C	1.2	-15	6

Hits appear at their usual frequency. About 2.2% of those tested had a hit in this group.
